CF NFkB block: inhibitors of PAF-induced NF-kB signaling, primary screen, cell-based, GFP fluorescence, uHTS | KKLEB NF-kB-GFP reporter, GFP fluorescence overnight | inhibition, % at 5 µM | 0.86% of 360,000 active;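 active = at least 50% inhibition at 5 µM, scaled per plate between neutral and stimulator controls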;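 also: PAF is a Pseudomonas aeruginosa culture filtrate used as stimulus; plate controls were PAF-stimulated DMSO wells for no effect and unstimulated DMSO wells for full effect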
hiPSC survival: enhancers of single-cell hiPSC survival, primary screen, ATPlite luminescence; 0.044% of 360,000 active; 100% = ROCK inhibitor wells, 0% = DMSO; survival enhancement, % at 20 µM; in the data active = survival enhancement above about 18%;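 also: cells exposed to compounds for 16 hours before the ATP read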
NR2E3 ag-1: inhibitors of NR2E3-RetCOR corepressor binding, primary screen, NR2E3 agonist project, biochemical, TR-FRET, GST-NR2E3, biotin-RetCOR. Photoreceptor-specific nuclear receptor (Homo sapiens), Q9Y5X4. inhibition of corepressor binding, % at 4.78 µM. 0.12% of 320,000 active. AID 2300, 2010. 1536-well;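 active = percent inhibition above the cutoff of mean plus 3 SD of all tested compounds, set per screening campaign, cut at about 20% in these data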;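 also: 0% = DMSO wells and 100% = biotin wells as full block of FRET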
Target sequence (Q9Y5X4 whole entry, looked up): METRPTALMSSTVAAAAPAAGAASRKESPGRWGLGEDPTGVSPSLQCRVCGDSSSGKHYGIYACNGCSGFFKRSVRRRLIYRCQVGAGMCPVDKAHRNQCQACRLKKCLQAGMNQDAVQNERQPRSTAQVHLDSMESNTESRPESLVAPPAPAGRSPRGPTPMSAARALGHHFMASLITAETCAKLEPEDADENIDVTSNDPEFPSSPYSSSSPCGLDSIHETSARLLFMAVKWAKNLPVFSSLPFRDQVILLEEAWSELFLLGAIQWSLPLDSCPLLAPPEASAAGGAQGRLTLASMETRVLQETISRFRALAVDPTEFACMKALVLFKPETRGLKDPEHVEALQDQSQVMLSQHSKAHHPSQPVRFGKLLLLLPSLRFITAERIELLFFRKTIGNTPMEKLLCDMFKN
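system = GST-tagged NR2E3 plus biotinylated RetCOR corepressor | input = 1.35 nM GST-NR2E3 | also added = 7 nM biotin-RetCOR | schedule = 5 h incubation at 4 °C | measured by = TR-FRET with europium anti-GST and streptavidin-D2, 340 nm excitation | read-out = percent loss of FRET ratio relative to control wells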
KKLEB tox: cytotoxicity in KKLEB CF airway cells, primary screen, cytotoxicity control for CF NF-kB inhibitor project, cell-based, uHTS, fluorescence assay plates; AID 602141, 2011; KKLEB CF airway cells viability, ATPlite luminescence, overnight; stronger effect = lower value; cells stimulated with P. aeruginosa culture filtrate; activity change (cytotoxicity), % at 5 µM; 0.36% of 360,000 active;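 active = corrected activity change at or below -50% at 5 µM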
Peg3 prom inh: Peg3 promoter-driven luciferase inhibitors, primary screen, cell-based, HeLa, luciferase luminescence | HeLa PEG-Prom luciferase reporter, overnight | inhibition, % at 20 µM | 1.7% of 360,000 active | AID 588405, 2011;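 active = inhibition of at least 50% at 20 µM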
HIF-2a block: HIF-2a reporter inhibitors, primary screen, luminescence, 786-0 RCC cells; 786-0 RCC cells HIF-2a reporter, luciferase luminescence, overnight; inhibition, % at 18.8 µM; 0.72% of 360,000 active; AID 624352, 2012;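 active = inhibition of the luminescence signal of 40% or more relative to plate controls, in a single-dose primary screen at 18.75 µM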
Shn3 3UTR inh: reduction of Shn3 3'UTR firefly luciferase signal, primary screen, Schnurri-3 inhibitor project, cell-based, Clone20 osteoblasts, set 2. 0.52% of 360,000 active. inhibition, % at 12.5 µM. Clone20 osteoblast Shn3 3'UTR firefly luciferase, 24 h;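 active = mean inhibition of at least 75% with every replicate also reaching 75%; inconclusive = mean inhibition at least 75% but some replicate below; inactive = mean inhibition below 75%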;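 also: 0% = median of neutral control wells and 100% = pilot-screen positive control compound; some compounds past the cut are filed as inactive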
EBV LMP1 NFkB: EBV LMP1-driven NF-kappaB luciferase reporter inhibitors, primary screen, cell-based, luminescence, single point. LMP1-induced NF-kappaB luciferase reporter cells. inhibition, % at 12.5 µM. 0.69% of 350,000 active; in the data active = inhibition above about 41%; inconclusive = no clear call, values can overlap the other calls;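 also: 0% = neutral control wells and 100% = reference inhibitor control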
MITF TRPM1 inh: inhibitors of MITF-dependent TRPM1 promoter reporter, primary screen, cell-based, SK-MEL-5, single point, luciferase; inhibition, % at 12.5 µM; 0.83% of 330,000 active; SK-MEL-5 TRPM1 promoter luciferase, 24 h;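 active = mean inhibition across replicates of 60% or more, whatever share of single replicates reaches that level; inconclusive = some that reach 60%, reason not given; inactive = mean inhibition across replicates below 60%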; also: values of inactives mirror those of a sister screen read the other way
C8 TRAIL sens: viability loss with TRAIL in NB7+C8 cells, primary screen, TRAIL sensitizer project, cell-based, ATPlite luminescence. 1% of 360,000 active. inhibition (viability loss, TRAIL sensitization), % at 10 µM. AID 624354, 2012;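 active = compounds causing at least 50% loss of cell viability in the single-dose screen, relative to plate controls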
NR2E3 ag-2: NR2E3 agonists in two-hybrid cells, primary screen, cell-based, luminescence, CHO-S, Gal4-NCOR/VP16-NR2E3. luciferase. inhibition of corepressor binding, % at 3.98 µM. 0.35% of 360,000 active. AID 602229, 2012;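 active = inhibition above the mean of all tested compounds plus 3 SD, cut at about 70% in these data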;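 also: 0% = DMSO with NR2E3 transfected cells and 100% = cells lacking NR2E3 construct; higher means lower luciferase signal from less NR2E3 corepressor binding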
Numbers without * were called inactive; ? = inconclusive; . = not tested or not shown; & = joins results of further samples.

SMILES	CF NFkB block	hiPSC survival	NR2E3 ag-1	KKLEB tox	Peg3 prom inh	HIF-2a block	Shn3 3UTR inh	EBV LMP1 NFkB	MITF TRPM1 inh	C8 TRAIL sens	NR2E3 ag-2
Cc1sc(NC(=O)CSc2nnc(C(C)C)n2C)c(C#N)c1C	-1.7	-1.9	0.1	0.5	-0.1	5.5	5.0	-5.5	0.5	-7.5	-9.2
Cc1ccc(C)c(Cn2c(=O)n(CCC(=O)NCc3ccco3)c(=O)c3sccc32)c1	14.4	-2.2	-0.9	-2.5	31.7	8.9	8.6	-3.6	1.6	6.7	0.4
O=C(NNC(=S)NCc1ccco1)c1cccs1	-1.8	-0.6	-1.6	6.6	-2.6	8.3	37.7	-6.5	15.4	-0.6	9.8
COc1ccc(Cn2c(=O)sc3ccccc32)cc1OC	1.9	-0.2	3.1	3.1	8.5	10.8	65.9	11.4	10.2	16.9	50.6
CC1(C)Cc2ccccc2-c2nnc(C(F)(F)F)n21	0.9	3.0	4.2	-4.7	0.7	6.6	-52.8	-6.1	5.3	0.1	7.5
Nc1ncn([C@@H]2O[C@H](CO)[C@@H](O)[C@H]2O)c(=O)n1	40.2	-3.9	-3.5	-13.7	72.0*	-85.2	-6.6	-51.3	79.4*	22.4	53.8
COCc1c(C(=O)N/N=C/c2ccncc2)nnn1-c1nonc1N	-5.4	-0.8	-3.8	6.0	1.9	22.6	2.6	-0.3	19.7	-3.6	-10.9
CCOc1ccccc1NC(=O)CN1CCN(Cc2ccccc2)CC1	-4.1	0.0	-2.2	6.6	5.3	-3.9	1.9	-1.9	-3.4	-3.9	-4.8
C=CCc1ccccc1OCC(O)CN1CCN(c2ccccc2OC)CC1 (configuration not stated)	-1.0&8.3	-1.8&-0.5	-1.5	-8.1&-5.5	6.1&12.3	10.1&19.6	16.0&28.5	3.0&6.9	2.4	6.8&0.8	-32.2&-59.2
O=C(Nc1ccc(-c2cn3c(n2)SCC3)cc1)c1ccco1	3.3	-0.7	-3.6	-14.0	-229.1	-255.7	-45.9	-12.0	-84.5	45.2	-93.0
c1ccc(-n2nnnc2Sc2ncnc3sc4c(c23)CCCC4)cc1	82.5*	-0.8	-4.6	-51.8*	68.5*	40.7*	?	-10.5	62.9*	4.6	-5.8
CC(C)CNC(=O)C(=O)Nc1cc2c3c(c1)C(C)C(=O)N3CCC2 (configuration not stated)	-10.2	-0.7	2.2	-2.9	-6.6	-1.0	2.7	.	-3.7	-24.9	8.8

One compound at a time, from the list above. Order of values: CF NFkB block	hiPSC survival	NR2E3 ag-1	KKLEB tox	Peg3 prom inh	HIF-2a block	Shn3 3UTR inh	EBV LMP1 NFkB	MITF TRPM1 inh	C8 TRAIL sens	NR2E3 ag-2
C=CCc1ccccc1OCC(O)CN1CCN(c2ccccc2OC)CC1 (configuration not stated) as listed: -1.0&8.3	-1.8&-0.5	-1.5	-8.1&-5.5	6.1&12.3	10.1&19.6	16.0&28.5	3.0&6.9	2.4	6.8&0.8	-32.2&-59.2
c1ccc(-n2nnnc2Sc2ncnc3sc4c(c23)CCCC4)cc1 as listed: 82.5*	-0.8	-4.6	-51.8*	68.5*	40.7*	?	-10.5	62.9*	4.6	-5.8
Cc1ccc(C)c(Cn2c(=O)n(CCC(=O)NCc3ccco3)c(=O)c3sccc32)c1 as listed: 14.4	-2.2	-0.9	-2.5	31.7	8.9	8.6	-3.6	1.6	6.7	0.4

Additional results
SMILES	CF NFkB block	hiPSC survival	NR2E3 ag-1	KKLEB tox	Peg3 prom inh	HIF-2a block	Shn3 3UTR inh	EBV LMP1 NFkB	MITF TRPM1 inh	C8 TRAIL sens	NR2E3 ag-2
CCOc1ccc(N(CC(=O)NCc2ccccc2)C(=O)CCC(=O)Nc2nccs2)cc1	-11.6	-0.2	1.9	0.5	-9.2	-1.5	-9.2	-0.2	5.1	5.8	-13.7
Cc1ccccc1NC(=S)N1CCN(c2ccccc2C)CC1	-4.9	-0.1	6.2	4.1	10.9	16.2	13.9	2.5	-8.4	3.2	3.1
CC1CCCCC12NC(=O)N(CC(=O)NCc1ccccc1Cl)C2=O (configuration not stated)	4.8	-1.0	.	12.8	-0.7	7.8	23.4	-2.1	9.4	0.8	-2.9
Cn1nc(N)c2c(-c3ccccc3)c(C#N)c(N)nc21	19.6	-3.5	-2.9	-8.3	31.6	27.5	-8.7	2.5	11.5	-6.6	17.1
Cc1nc2sccn2c(=O)c1S(=O)(=O)NCc1ccccc1Cl	-2.9	0.4	3.9	0.8	18.1	9.0	-2.9	-2.4	-6.3	-13.0	-5.3
c1coc(-c2ccnc3nc(-n4cccc4)nn23)c1	-63.2	-0.3	-1.5	5.1	26.5	7.7	7.3	-14.1	24.7	-10.1	3.1
CCCCNC(=O)CN(c1cccc(Br)c1)S(C)(=O)=O	9.7	1.3	4.0	4.4	9.6	10.2	-2.5	5.3	7.7	3.1	-17.1
COc1cccc(OC)c1OCCCCN1CCC(Cc2ccccc2)CC1	12.5	0.2	-0.6	-8.5	-0.3	10.1	10.3	7.0	0.3	11.9	4.8
COc1ccc2[nH]c3c(c2c1)CCN1C(=O)C(CC(=O)NCCCn2ccnc2)C[C@H](C(=O)N(C(C)C)C(C)C)[C@@]31C (some centres not stated)	-15.4	-1.8	.	-3.6	-7.3	-0.7	6.4	-10.4	-12.5	-0.2	-23.0
O=C(O)C1Cc2ccccc2-c2ccccc2C1	-9.9	-0.8	0.8	3.4	7.5	9.5	2.5	5.3	-4.5	-21.3	10.6
CN(C)CCCN(C(=O)c1ccc(Br)s1)c1nc2cc3c(cc2s1)OCO3	0.8	-0.6	-2.0	-6.0	59.2*	-0.2	3.1	-9.1	54.3	21.5	-21.1
O=C(O)CCCCCNS(=O)(=O)c1ccc2c3c(cccc13)C(=O)N2	-4.7	-0.4	.	8.7	20.8	16.0	-8.5	-7.4	27.0	-2.8	-22.6
O=C(N1CCN(c2ccccc2)CC1)C1(c2cccs2)CCOCC1	5.4	0.2	-0.7	-5.6	12.5	6.7	4.0	6.8	-10.4	1.3	-10.5
O=C(CCNS(=O)(=O)c1ccc(OC(F)(F)F)cc1)N1CCN(C/C=C/c2ccccc2)CC1	-10.2	0.7	3.4	-6.2	30.0	-1.1	64.2	7.3	11.2	18.8	55.0
CN(C)c1ccc(NC(=O)CSc2nnc(-c3ccco3)c(-c3ccco3)n2)cc1	23.1	-0.1	0.8	-15.7	4.1	-13.2	11.5	2.3	-3.9	-12.8	-53.7
COc1ccc(OC)c(C2C(C(=O)O)c3ccccc3C(=O)N2C)c1 (configuration not stated)	-2.5	-0.3	0.9	3.7	2.2	9.2	-10.8	-9.7	-11.0	14.2	-22.3
COc1cccc(NC(=O)N2CCC(NC(=O)C3CCCCC3)CC2)c1	-0.1	-0.6	4.3	9.4	5.0	-0.4	10.3	-1.1	0.0	-16.6	-43.9
COc1cccc(NC(=O)COC(=O)c2c(F)cccc2Cl)c1	7.4	0.1	-2.5	-9.2	-213.2	-192.9	-38.6	-14.1	-21.1	-11.9	-1.7
O=C(c1cc(-c2ccc(F)cc2)on1)N1CCN(c2ccc(F)cc2)CC1	46.7	-0.4	0.2	-18.2	-4.3	-0.3	-6.2	-1.9	4.7	-8.4	-32.3
O=C(CSc1nc2cc([N+](=O)[O-])ccc2n1-c1ccc(F)cc1)NC1CCS(=O)(=O)C1 (configuration not stated)	9.4	0.3	2.8	2.5	9.7	13.9	-5.3	-2.9	5.6	-15.2	-17.6
Cc1cc(C(=O)COC(=O)c2ccc[nH]c2=O)c(C)n1C	-4.0	-1.4	3.0	-3.2	-58.8	-58.0	-35.4	-11.9	-39.6	33.0	-9.3
O=C(Nc1nnc(CCc2ccccc2)s1)c1ccccc1	-2.7	1.0	5.3	1.4	-165.9	-176.1	-54.3	4.2	-22.3	-3.4	-81.5
Cc1nc2ccccn2c1P(=O)(N1CCCCC1)N1CCCCC1	3.1	0.4	1.1	-3.1	0.8	-10.4	15.3	-6.5	2.7	9.1	18.2
CC1CCCC(C)N1S(=O)(=O)c1ccc(S(=O)(=O)N2CCOCC2)cc1 (configuration not stated)	-14.8	-0.2	-3.8	3.1	7.9	10.2	4.6	-9.0	-9.7	-21.6	-9.5
CNC(=O)c1ccsc1NC(=O)CS(=O)(=O)c1ccc(Cl)cc1	-14.5	0.2	2.8	5.6	7.9	2.4	-14.4	13.8	5.5	0.0	3.7
Cc1onc(-c2ccccc2)c1C(=O)OCC(=O)Nc1ccccc1Cl	19.2	6.3	.	0.0	-0.3	1.7	-19.3	-3.1	.	11.0	3.5
Cc1ccc(NS(=O)(=O)Cc2ccccc2)cc1Cl	-19.8	-0.2	1.6	-11.5	-6.2	-54.3	-2.8	-1.3	0.7	-8.9	-23.6
COC(=O)c1ccc(C)c(NC(=O)CN(c2ccc3c(c2)OCO3)S(C)(=O)=O)c1	-7.5	0.7	0.1	-7.3	21.3	10.6	-4.9	-5.6	2.6	13.1	-2.2
CCc1nc2ccc(Cc3ccc4nc(CC)[nH]c4c3)cc2[nH]1	7.8	-0.4	0.1	8.9	-24.6	-90.9	34.8	7.5	-19.5	11.0	-7.4
OCCNc1nc(N2CCOCC2)nc(N2CCOCC2)n1	1.3	-0.8	-2.5	-10.2	14.7	22.2	4.1	-0.9	-2.5	6.1	-3.0
CCOc1cc(S(=O)(=O)n2ccnc2)ccc1Br	-2.1	-2.7	5.2	7.8	-4.5	14.8	7.3	-7.4	-5.1	1.1	8.6
CCOc1ccc(/C=N/NC(=O)c2ccc(CSc3nc4ccccc4[nH]3)cc2)cc1	-7.1	0.7	0.6	18.2	21.5	-17.6	9.3	-17.8	-6.8	4.4	-29.2
Cn1cnnc1SCC(=O)Nc1cccc(C(=O)O)c1	0.7	-1.0	-0.2	-2.1	10.0	19.4	-0.5	-2.3	-2.8	-3.3	-1.7
O=C(OCC(=O)N1CCC(Cc2ccccc2)CC1)c1cc(Cl)ccc1O	1.4	-0.6	0.1	22.8	-28.0	1.3	3.4	0.6	1.4	15.5	5.7
O=C(NCCN1CCNCC1)c1ccccn1	-4.7	1.1	1.8	7.7	6.6	4.9	0.3	-4.5	-5.4	-40.9	5.1
Cc1ccc(C)c(N2C(=O)CC(Cc3ccc(Br)cc3)C2=O)c1 (configuration not stated)	19.0	-0.6	0.5	-11.2	19.4	19.8	7.6	13.0	2.9	-16.2	7.0
CCOc1ccccc1CN1CCNC(=O)C1CC(=O)NCCc1ccccn1 (configuration not stated)	9.1	-0.4	3.7	-4.5	-17.0	-18.4	12.9	-3.9	-1.7	16.7	-35.0

These rows are one share of the data. The share of hits here may be higher or lower than overall.
